ROC1-CUL1 inh: inhibitors of human ROC1-CUL1 ubiquitin ligase activity; P62877+Q13616; in vitro K48 di-Ub FRET, acceptor:donor ratio, 45 min; inhibition, % at 10 µM; hit rate 0.6% among 140,000; AID 1347404; in the data active = inhibition above about 25%
Target sequence (P62877 whole entry, looked up): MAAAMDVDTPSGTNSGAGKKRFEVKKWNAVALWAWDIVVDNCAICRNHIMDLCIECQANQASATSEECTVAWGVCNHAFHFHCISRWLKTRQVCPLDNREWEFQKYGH
Target sequence (Q13616 whole entry, looked up): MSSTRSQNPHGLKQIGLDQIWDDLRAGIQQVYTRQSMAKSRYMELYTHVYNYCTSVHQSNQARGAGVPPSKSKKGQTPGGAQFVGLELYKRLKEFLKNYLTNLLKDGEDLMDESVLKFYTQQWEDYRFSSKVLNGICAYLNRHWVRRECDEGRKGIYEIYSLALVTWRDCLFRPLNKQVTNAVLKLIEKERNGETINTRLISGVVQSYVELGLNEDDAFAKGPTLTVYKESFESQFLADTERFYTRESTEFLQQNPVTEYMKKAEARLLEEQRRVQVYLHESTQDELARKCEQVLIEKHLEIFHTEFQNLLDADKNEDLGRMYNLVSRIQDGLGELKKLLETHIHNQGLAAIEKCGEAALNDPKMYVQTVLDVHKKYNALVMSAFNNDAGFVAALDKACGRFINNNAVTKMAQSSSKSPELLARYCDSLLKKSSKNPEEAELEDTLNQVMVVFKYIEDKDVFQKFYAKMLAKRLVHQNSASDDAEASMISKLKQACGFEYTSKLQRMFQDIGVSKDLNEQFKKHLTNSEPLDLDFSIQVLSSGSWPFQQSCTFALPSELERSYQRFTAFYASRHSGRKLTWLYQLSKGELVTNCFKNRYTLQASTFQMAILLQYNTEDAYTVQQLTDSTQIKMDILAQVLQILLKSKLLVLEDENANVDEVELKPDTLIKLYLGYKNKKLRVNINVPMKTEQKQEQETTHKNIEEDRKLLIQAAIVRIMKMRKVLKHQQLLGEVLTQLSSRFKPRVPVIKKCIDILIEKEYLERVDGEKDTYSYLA
* = called active by the depositor.

A first look, 4 compounds:
compound | ROC1-CUL1 inh
CCc1ccccc1Nc1nn2c(=O)c3ccc(C(=O)NCc4ccccc4Cl)cc3nc2s1 | -8
N#C/C(=C\c1ccccc1Cl)c1nn(CCO)c(N)c1C#N | -1
CC(=O)Nc1cc2c(C)cc(=O)oc2c2c1OCC2=O | 10
COCC(=O)N/N=C/c1ccc(Sc2nc3ccccc3[nH]2)o1 | -3

The listing, from the first entry:
compound | ROC1-CUL1 inh
CCc1ccccc1Nc1nn2c(=O)c3ccc(C(=O)NCc4ccccc4Cl)cc3nc2s1 | -8
N#C/C(=C\c1ccccc1Cl)c1nn(CCO)c(N)c1C#N | -1
CC(=O)Nc1cc2c(C)cc(=O)oc2c2c1OCC2=O | 10
COCC(=O)N/N=C/c1ccc(Sc2nc3ccccc3[nH]2)o1 | -3
c1ccc(-c2sc3nc4c5ccccc5nc-4nn3c2-c2ccccc2)cc1 | 1
CCOc1cc(/C=C2\SC(=O)N(CC(=O)Nc3ccc(F)cc3)C2=O)ccc1OCC(C)C | 12
COc1ccc(OC)c(CNC2CCCc3nc(N(C)C)ncc32)c1 (configuration not stated) | 7
COc1ccc2ccn(S(=O)(=O)c3ccccc3)c2c1 | -5
COc1ccccc1Nc1cc(C(=O)NCCCN(C)C2CCCCC2)c2ccccc2n1 | -5
COc1ccccc1CN(C)Cc1cnc(S(C)(=O)=O)n1CC1CCCO1 (configuration not stated) | 4
COc1cc2c(cc1OC)C(C)N(CCC(=O)O)CC2 (configuration not stated) | 9
O=C1C2CCCCN2C(=S)N1c1cccc(F)c1 (configuration not stated) | 6
Cn1c(C(=O)Nc2ccc(OC(F)(F)F)cc2)cc2c(=O)n3ccccc3nc21 | 7
CCOC(=O)CSc1nc(-c2ccc(C)cc2C)cc(-c2ccccc2)c1C#N | 3
CCn1c(=NC(=O)c2ccc(S(=O)(=O)N3CCCCC3)cc2)sc2cccc(OC)c21 | -11
Cn1c(=O)nc2n(-c3ccc(Br)cc3)c3cccc(Cl)c3cc-2c1=O | -1
CCn1c(SCC(=O)Nc2ccc(C)c(C)c2)nnc1C(C)NC(=O)c1ccccc1C (configuration not stated) | 2
CC(=O)C1C(=O)C=C(C)O/C1=N\NS(=O)(=O)c1ccc(C)cc1 (configuration not stated) | 19
CCn1c(COc2ccc(OC)cc2)nnc1SCC(=O)Nc1cc(Cl)ccc1OC | -2
CN(Cc1cnc(-c2ccccc2)s1)C(=O)Cn1ncc(N(C)C)cc1=O | 5
COC(=O)c1ccc(N2C[C@H]3OC(=O)N(CCc4ccc(OC)cc4)[C@H]3C2)nc1 | -10
Cc1cccc(N=C2NC(=O)/C(=C\c3cccs3)S2)c1C | 2
COc1c(Br)cc(Br)cc1CO | 2
COc1cc(OC)cc(-c2nc(=S)[nH][nH]2)c1 | 8
CC(C)(C)Nc1nc(Nc2ccc(OC(F)(F)F)cc2)nc(N2CCCCC2)n1 | 1

A portion of the results above, as a working copy:
compound | ROC1-CUL1 inh
CN(Cc1cnc(-c2ccccc2)s1)C(=O)Cn1ncc(N(C)C)cc1=O | 5
COC(=O)c1ccc(N2C[C@H]3OC(=O)N(CCc4ccc(OC)cc4)[C@H]3C2)nc1 | -10
Cc1cccc(N=C2NC(=O)/C(=C\c3cccs3)S2)c1C | 2
COc1c(Br)cc(Br)cc1CO | 2
COc1cc(OC)cc(-c2nc(=S)[nH][nH]2)c1 | 8
CC(C)(C)Nc1nc(Nc2ccc(OC(F)(F)F)cc2)nc(N2CCCCC2)n1 | 1

(more compounds)
compound | ROC1-CUL1 inh
CCCCn1nnc2c(=O)oc3ccccc3c21 | 1
c1ccc(N2CCN(Cc3nnc(-c4ccc5c(c4)OCO5)o3)CC2)cc1 | -5
Cc1cn2c3c(=O)n(CC(C)C)c(=O)n(C)c3nc2n1C | -5
CCc1cccc(C)c1NC(=O)C1CCN(S(=O)(=O)c2cccc3nonc23)CC1 | 1
CCOc1nc2c(c(-c3ccc(OC)cc3)c1C#N)CCc1ccccc1-2 | -3
Cc1ccc(N2CC(NC(=O)C(=O)c3c[nH]c4ccccc34)CC2=O)cc1 (configuration not stated) | 11
COc1ccc(-c2nn3c(-c4ccc(OC)cc4)nnc3c3ccccc23)cc1 | 6
Cc1c(CC(=O)N2CCC(C(N)=O)CC2)c2c(n1CC(C)C)CC(C)(C)CC2=O | -1
COc1ccc(-n2nnc(-c3nc(-c4cccs4)no3)c2N)cc1OC | 2
CC1(C)CC(=O)C2C(=Nc3ccccc3NC2c2ccc(-c3ccc([N+](=O)[O-])cc3)o2)C1 (configuration not stated) | -2
O=C1C2C3C4C5C(C2C5(Br)C32OCCO2)C14Br (configuration not stated) | 6
Cc1ccc(NC(=O)CSc2nc(-c3ccccc3)nc3ccc(C)cc23)cc1 | -7
COc1ccc(N(Cc2cccs2)C(=O)COc2ccc(C(C)C)cc2)cc1 | 3
O=C(CN1C(=O)C2(SCC(=O)N2c2ccccc2)c2ccccc21)NCCc1ccccc1 (configuration not stated) | -3
O=C(NCC1CCCN(C(=O)Nc2ccccc2-c2ccccc2)C1)c1ccco1 (configuration not stated) | 0
C=CCn1nnc(NC(=O)c2ccco2)n1 | 6
CCOC(=O)c1cnc(SC)nc1Nc1cc(C)nn1-c1ccccc1 | -4
CCOC1(OCC)C(C=Cc2ccccc2)C(C#N)(C#N)C1(OCC)OCC (configuration not stated) | 2
O=C(c1ccc(-c2cccc(-c3ccn[nH]3)c2)o1)N1CCOCC1 | 3
Cc1cc(C)nc(-n2[nH]c3nccc(-c4ccc5ccccc5c4)c3c2=O)n1 | 5
COc1ccc(CN2CC[C@@H](N3CCCCCC3)[C@H](O)C2)c(F)c1 | 3
Nc1ccc(C(=O)N2CC(c3ccccc3)CC2=O)cc1 (configuration not stated) | 7
COc1ccc(N=C2C(=Nc3ccc(OC)cc3)N(c3ccc(S(N)(=O)=O)cc3)C(=S)N2c2ccc(OC)cc2)cc1 | -6
COc1ccc(S(=O)(=O)NCC2CCCN(C(=O)CN3CCCCCC3)C2)cc1 (configuration not stated) | -6
CCN(CC)C(=O)c1sc(NC(=O)C2c3ccccc3Oc3ccccc32)c(C(=O)OC(C)C)c1C | 2
CCOc1ccc(-c2nc(CSCC(=O)N3CCN(c4ccc(F)cc4)CC3)c(C)o2)cc1 | -5
COc1cccc(C(=O)COC(=O)C2CC(=O)N(c3ccc(Oc4ccc(C)c(C)c4)cc3)C2)c1 (configuration not stated) | -11
Cc1ccc(CNC(=O)c2ccccc2C)cc1 | 6
Cc1ccc(C(=O)Oc2ccc3c(C)cc(=O)oc3c2)cc1 | 8
Cc1ccc(-c2ccc(CCC(=O)O)n2-c2cccc(C)c2C)cc1 | 5
Cc1c(C)c2cc3c(c(C)c2oc1=O)OCN(CCc1ccccc1)C3 | -3
CCS(=O)(=O)c1ncc(CN(C)CCc2ccccn2)n1CCOC | -2
COc1ccc(C2CCN(Cc3ccoc3)c3ccccc3S2)cc1C (configuration not stated) | 3
Cc1ccccc1NC(=O)CN1C(=O)CCn2nc(-c3cccn3C)cc21 | -2
CCC(CO)NC(=O)c1cccc(C)c1 (configuration not stated) | 13
COc1cccc(/C=N\Nc2nc(-c3cccc([N+](=O)[O-])c3)cs2)c1OC | 0
CCOCCc1nn2c(=O)cc(COC(=O)CNC(=O)c3ccc(F)cc3)nc2s1 | 3
c1cc2c3c(cccc3c1)-c1n[n+]3c(cc1-2)sc1ccccc13 | 16
CCCCc1nn2c(=O)cc(COC(=O)c3ccccc3NC(=O)C(C)(C)C)nc2s1 | -4
CCOc1ccccc1NC(=O)C1C(C)=NC(=O)NC1c1ccc(C)cc1 (configuration not stated) | -1
Cc1cc(F)ccc1NC(=O)Cn1c(=O)ccc2cc(S(=O)(=O)N3CCC(C)CC3)ccc21 | 2
C1=CC2CC1C1C2C1(c1ccccc1)c1ccccc1 (configuration not stated) | -5
CCOC(=O)C(C(=O)OCC)c1cccc2cccc(C(=O)O)c12 | -3
Cc1cn2c3c(=O)n(C)c(=O)n(C)c3nc2n1Cc1ccco1 | 0
CCn1ccnc1CN1CCC(n2nccc2NC(=O)Cc2ccccc2)CC1 | -7
Cc1cccc(-n2c(SCc3nc(-c4ccccc4C)no3)nnc2-c2ccccc2)c1 | -3
CC(C)c1cc(C(=O)NCc2ccc(F)cc2)no1 | -5
Cc1cccc(NC(=O)c2ccc(S(=O)(=O)N3CCOCC3)cc2)c1C | -2
O=C(NCc1cccc(Cl)c1)c1ccc(NC(=O)N2CCSc3ccccc32)cc1 | 1
NC(=O)c1ccccc1NC(=O)Cc1ccc(Br)cc1 | -8

Going on with the list:
compound | ROC1-CUL1 inh
O=S(=O)(N1CCOCC1)N1CCCN(S(=O)(=O)N2CCOCC2)CC1 | 11
COc1cc(C2C3=C(CCCC3=O)N(c3cc([N+](=O)[O-])ccc3C)C(=N)C2C(=O)c2ccc(C)cc2)cc(OC)c1OC (configuration not stated) | -12
CC(C)Sc1nc2c(c(=O)[nH]1)C(C1CCCC1)Cc1ccccc1-2 (configuration not stated) | 7
CCn1cc(S(=O)(=O)c2ccccc2)c(=O)c2cc(F)c(F)cc21 | 9
Ic1ccc2c(c1)C=Cc1ccccc1S2 | 5
CC12CCCCC1C1(C=CC(=O)C=C1)C(c1ccccc1)=N2 (configuration not stated) | 3
CC12CN3CC(C)(CN(C1)C3c1ccccc1Cl)C2=O (configuration not stated) | 1
CC(=O)C1C(c2ccc(Br)cc2)C2C(C)=NN=C2CC1(C)O (configuration not stated) | 2
c1ccc(Oc2ccc(-n3cnnn3)cc2)cc1 | -8
CC(C)(C)c1ccc(-c2csc3nc4c5ccccc5c(N5CCOCC5)nn4c(=O)c23)cc1 | -1
O=C(COc1ccccc1)Nc1nc(-c2ccc(S(=O)(=O)N3CCOCC3)cc2)cs1 | 2
C/C(=N\NC(=O)c1cc(C2CC2)nc2ccc(Br)cc12)c1ccc(Br)s1 | 0
O=C(O)C1CCCN1S(=O)(=O)c1ccc(F)c(Cl)c1 (configuration not stated) | -1
CN(c1ccc(F)cc1)S(=O)(=O)N1CCCC(C(=O)NCc2ccccc2Cl)C1 (configuration not stated) | 0
O=C(Nc1cccc(Cl)c1)c1ccc2c(c1)CCN2S(=O)(=O)c1ccccc1 | -3
O=C(Nc1ccccc1Cl)c1ccc2c(c1)C(=O)N(Cc1ccco1)C2=O | 7
Nc1cc(N)cc(C(=O)Nc2nc3ccc(N)cc3s2)c1 | -3
O=C(CCCCCNC(=O)c1ccccc1Cl)N/N=C\c1c[nH]c2ccccc12 | 4
COc1ccccc1CNC(=O)c1cn(C)c2ccc(S(=O)(=O)N(C)C3CCCCC3)cc2c1=O | 3
O=C(NCCc1csc2nc(-c3ccc(F)cc3)nn12)c1ccco1 | 1
COc1ccc2cc(C3CC(c4ccc(Cl)cc4)=NN3C(C)=O)c(Cl)nc2c1 (configuration not stated) | 8
COCC1CCCN(C(=O)c2coc(CN3CCN(Cc4ccccc4)CC3)n2)C1 (configuration not stated) | -3
Cc1nn2c3ccccc3n(C)c2c1C(=O)/C=C/c1ccccn1 | 2
COc1ccccc1N1CCN(C(=O)c2cc3c(=O)n(Cc4cccnc4)ccc3nc2C)CC1 | 4
COc1ccccc1-c1nnc(SCC(N)=O)o1 | 8
O=C(COCc1cc(-c2cccs2)on1)Nc1ccc(OC(F)(F)F)cc1 | -11
COCCCNC(=O)c1cc2c(=O)n3ccccc3nc2n(Cc2ccc(C)cc2)c1=N | 7
CCSc1nnc(NC(=O)Cc2ccccc2)s1 | 12
Cc1ccc(NC(=O)CN2C(=O)C3(NC(CC(C)C)C4C(=O)N(c5ccccc5)C(=O)C43)c3ccccc32)cc1 (configuration not stated) | -6
O=C(NCc1ccco1)NC1CC(=O)N(C2Cc3ccccc3C2)C1 (configuration not stated) | 0
Cc1ccc(CSc2nc3ccncc3n2Cc2nc(-c3ccc(Cl)cc3)oc2C)cc1 | -13
Cc1ccc(CN(C)C(=O)c2cc(COc3ccc4c(c3)OCO4)[nH]n2)o1 | 5
CC(=O)N1N=C(c2cccc([N+](=O)[O-])c2)OC1c1cccc(Br)c1 (configuration not stated) | -8
Cc1ccc(NC(=O)COc2ccccc2)c(NC(=O)CSc2ccc(Cl)cc2)c1 | 4
O=C(c1ccncc1)N1CCc2onc(C(c3ccccc3)c3ccccc3)c2C1 | -12
O=C(COc1ccc(F)cc1)OCc1cc(=O)n2nc(C3CCCCC3)sc2n1 | 1
CCC(=O)N1CCc2cc(S(=O)(=O)NCc3ccc(C)cc3)ccc21 | -1
CCOC(=O)c1ccc(N2C(=O)c3[nH]nc(-c4ccccc4)c3C2c2cccs2)cc1 (configuration not stated) | -7
COc1ccc(-c2nc3ccccc3s2)cc1NC(=O)COc1ccccc1C | -7
CCN(C(C)=O)C1=C(N2CCOCC2)C(=O)c2ccccc2C1=O | 2
CN1CCN(CC(O)c2ccc(C3CCCC3)cc2)CC1 (configuration not stated) | 1

Screening results (PubChem BioAssay)

The list is partial; the hit share may differ from the screen's.
